ERK EGF block = qHTS Assay for Inhibitors of the ERK Signaling Pathway using a Homogeneous Screening Assay; Stimulation with EGF; actives 0.41% (n = 130,000); Potency, µM (series often up to 11.5 µM), for the others: at the highest dose activity change, negative = inhibition, hits mostly inhibitors; AID 1454, 2008; HEK293-V1b, EGF-stimulated phospho-ERK AlphaScreen; active = well fitted inhibition curve with a large enough effect; inconclusive = small, poorly fitted or top-dose-only effect, or effect the other way;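 also: plate controls were stimulated vehicle wells for no effect and unstimulated vehicle basal for full effect; nearly all actives have a fitted effect of over 55% in size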
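Concentration-response of compounds against EGF-driven ERK phosphorylation in V1b-expressing HEK293 cells; 30 min preincubation, 5 min EGF, AlphaScreen detection; Normalized to DMSO basal and 25 nM EGF.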
Numbers without * were called inactive; ? = inconclusive; & = joins results of further samples; [ ] = dose if it differs, or a comment. Potency is read from the fitted curve at half-maximal effect. The list is partial; rates above refer to the full screens.

The first 15 entries (preview)
SMILES | ERK EGF block
Cn1cccc1Cc1nnc(SCC(=O)Nc2ccccc2F)n1CCc1ccccc1 | 5%
Cc1ccc(S(=O)(=O)N(C)C)cc1NC(=O)CCNC(=O)c1ccccc1Cl | 5%
COc1cc(C(=O)OCC(=O)c2c(N)n(C)c(=O)n(C)c2=O)ccc1OCCC(C)C | -4%
O=S(=O)(N/N=C/c1ccc(OC2CSC2)cc1)c1ccccc1 | 26%
CCCCC(=O)NNC(=S)NC(=O)c1ccc(C)cc1 | -5%
CCCCNC(=O)CSc1nc2ccc(C)cc2[nH]1 | 7%
Clc1ccc(-c2nnc(-c3ccccc3)c(-c3c[nH]c4ccccc34)n2)cc1 | -3%[57.5 µM]
CCCn1c(N)cc(=O)n(CCC)c1=O | -2%
CCOC(=O)N1N=C(c2ccccc2)CC1(O)C(C)(F)F (configuration not stated) | 10%
OC[C@H]1NC[C@H](O)[C@@H](O)[C@H]1O | -2%
CCOc1ccc(C(=O)N(CN2CCCC2=O)c2ccc(C)cc2)cc1 | -2%
Cn1c(=O)[nH]c(=O)c2c1nc(CN1CCN(c3ccccc3F)CC1)n2CCc1ccccc1 | -9%[57.5 µM]
Cc1ccc(C)c(NC(=S)NNC(=S)Nc2ccc(C(C)C)cc2)c1 | ?
CCCc1n(CC)c2ccccc2[n+]1CC(O)COC1CCCCC1 (configuration not stated) | -1%
Cc1ccc(C)c(NC(=O)c2c(Cl)nc3ccccn23)c1 | ?

The whole of this part, previewed entries included:
SMILES | ERK EGF block
Cn1cccc1Cc1nnc(SCC(=O)Nc2ccccc2F)n1CCc1ccccc1 | 5%
Cc1ccc(S(=O)(=O)N(C)C)cc1NC(=O)CCNC(=O)c1ccccc1Cl | 5%
COc1cc(C(=O)OCC(=O)c2c(N)n(C)c(=O)n(C)c2=O)ccc1OCCC(C)C | -4%
O=S(=O)(N/N=C/c1ccc(OC2CSC2)cc1)c1ccccc1 | 26%
CCCCC(=O)NNC(=S)NC(=O)c1ccc(C)cc1 | -5%
CCCCNC(=O)CSc1nc2ccc(C)cc2[nH]1 | 7%
Clc1ccc(-c2nnc(-c3ccccc3)c(-c3c[nH]c4ccccc34)n2)cc1 | -3%[57.5 µM]
CCCn1c(N)cc(=O)n(CCC)c1=O | -2%
CCOC(=O)N1N=C(c2ccccc2)CC1(O)C(C)(F)F (configuration not stated) | 10%
OC[C@H]1NC[C@H](O)[C@@H](O)[C@H]1O | -2%
CCOc1ccc(C(=O)N(CN2CCCC2=O)c2ccc(C)cc2)cc1 | -2%
Cn1c(=O)[nH]c(=O)c2c1nc(CN1CCN(c3ccccc3F)CC1)n2CCc1ccccc1 | -9%[57.5 µM]
Cc1ccc(C)c(NC(=S)NNC(=S)Nc2ccc(C(C)C)cc2)c1 | ?
CCCc1n(CC)c2ccccc2[n+]1CC(O)COC1CCCCC1 (configuration not stated) | -1%
Cc1ccc(C)c(NC(=O)c2c(Cl)nc3ccccn23)c1 | ?
C=CC1=C(C(=O)O)N2C(=O)C(NC(=O)Cc3ccccc3)C2SC1 (configuration not stated) | -13%[57.5 µM]
Cc1cccc(-c2n[nH]c(S(C)(=O)=O)c2C#N)c1 | 3%[57.5 µM]
CNC(=O)c1ccsc1NC(=O)c1ccccc1 | -6%[57.5 µM]
O=C(Nc1ccccc1)c1cccc(S(=O)(=O)Oc2ccc([N+](=O)[O-])cc2)c1 | -1%
CCC(Sc1ccc(Cl)cc1)C(=O)Nc1nnc(-c2cccc([N+](=O)[O-])c2)s1 (configuration not stated) | -8%
CN1CCN(CCCNC(=O)c2ccc(Cn3c(=S)[nH]c4ccc(Br)cc4c3=O)cc2)CC1 | -7%
CCOc1ccc(C(C)=O)cc1CN1C(=O)NC(C)(C2CC2)C1=O (configuration not stated) | -14%
Cc1nc(N2CCOCC2)c2c(C)c(C(=O)Nc3ccc(F)cc3F)sc2n1 | 4%
O=C1CC(c2ccccc2F)C2=C(COC2=O)N1 (configuration not stated) | 5%
COc1ccccc1/C=C1\SC(=S)N(N2C(=O)CCCC2=O)C1=O | ?
C=CCN=C1CCCc2c1[nH]c1ccc(C)cc21 | -7%
Cc1onc(-c2c(F)cccc2Cl)c1C(=O)OCC(=O)NC1CC1 | -3%
Cc1cccc(NC(=O)c2cnn3ccccc23)c1C | 0%[57.5 µM]
CCSc1nc(NCCN(C)C)c2c3c(sc2n1)COC(C)(CC)C3 (configuration not stated) | -3%[57.5 µM]
Cc1nn(C(=O)CNC(=O)c2ccccc2)c(C)c1C | 1%
CCN(CC)C1CC(=O)N(c2cccc(C)c2)C1=O (configuration not stated) | -4%
COc1ccc(/C=C/C(=O)c2c(O)c(OC)c3occc3c2OC)cc1 | ?
CNC(=O)c1oc(-c2ccc(Cl)cc2)nc1C | 0%
CC1CC[C@@]23CCC4(C)[C@@]5(C)CCC6C(C)(C)C(O)CC[C@@]6(C)C5C=C[C@@]4(OC2=O)C3C1C (some centres not stated) | 23%
COc1ccc2[nH]cc(CCNc3nc(-c4ccc(C(=O)N(C)C)cc4)nc4ccccc34)c2c1 | 12%
Cc1ccc(-c2nc3ncccc3o2)cc1NC(=O)Cc1ccc(Cl)cc1 | 2%
C=CCOC(=O)NC(c1ccc(F)c(F)c1)C(C(=O)COC)C(=O)OC (configuration not stated) | -12%&-12%
CCC(C)NC(=O)CC(NS(=O)(=O)c1ccc(C)cc1)c1ccc(OC)cc1 (configuration not stated) | -13%
Cc1nc2c(oc3ccc(Cl)cc32)c(=O)[nH]1 | 9%[57.5 µM]
Cc1ccc(NC(=O)CCS(=O)(=O)c2ccc(Br)cc2)nc1 | 0%
O=c1ccn(Cc2ccccc2)cc1 | 4%[57.5 µM]
CNC(=O)[C@]1(C)C[C@H]1[C@H](NC(=O)[C@]1(C)C[C@H]1[C@H](NC(=O)OCc1ccccc1)c1ccccc1)c1ccccc1 | -1%
Cc1c(Cl)cccc1NC(=S)NCc1cccn1C | 5%
Cc1ccc(-c2cc3cccc[n+]3cc2-c2ccc(C)cc2)cc1 | 2%
O=C(c1cc(F)ccc1F)C1CCCN(C(=O)c2ccco2)C1 (configuration not stated) | -2%[57.5 µM]
Cc1ncc(CO)c(C=O)c1O | -7%
O=C(NCC1CCCN(Cc2ccccc2F)C1)c1cccc(C(F)(F)F)c1 (configuration not stated) | -7%
Nc1cc(N)nc(SCC(=O)Nc2ccccc2)n1 | -6%
O=C(Cn1ncc2c(=O)oc3ccccc3c21)NCc1cccnc1 | -4%[57.5 µM]
Cc1nn(Cc2ccc(C(=O)O)o2)c(C)c1[N+](=O)[O-] | 4%

More entries.
SMILES | ERK EGF block
Cc1ccc(S(=O)(=O)CC(=O)Nc2ccc(Cl)cn2)cc1 | -9%
O=C1CCC/C(=N/NC(=O)c2ccc(NS(=O)(=O)c3cccs3)cc2)C1 | -5%
CC(C)(C)NC(=O)NC(=O)CN1CCN(S(=O)(=O)c2ccccc2)CC1 | 4%[57.5 µM]
Cc1ccc(CCNc2ccccc2C)cn1 | 2%
O=C(O)CCC(=O)Nc1sc2c(c1C(=O)Nc1ccccc1)CCCCC2 | 4%
C[C@H]1O[C@@H](n2cc(F)c(=O)[nH]c2=O)[C@H](O)[C@@H]1O | -1%
CCOC(=O)c1[nH]c(C(=O)O)c(OC(=O)CC)c1C | 5%[57.5 µM]
CCCn1c(SCC(=O)NCc2ccco2)nnc1-c1ccncc1 | 1%
Cc1ccc(C(=O)NNc2cc(=O)n(C)c(=O)n2C)cc1C | 8%
CC(NCc1ccncc1)C12CC3CC(CC(C3)C1)C2 (configuration not stated) | -2%
CC1(C)CC2CC(C)(CN2c2ncnc3ccc(Br)cc23)C1 (configuration not stated) | ?
O=C(COC(=O)c1cccnc1Cl)c1ccc(F)cc1 | -2%
COC(=O)C1=NNC2(c3ccc(Cl)cc3)C(=O)N(c3ccc(Cl)cc3)C(=O)C12 (configuration not stated) | 2%
CCOC(=O)c1ccccc1NC(=O)CN(c1ccc(OCC)cc1)S(C)(=O)=O | -6%
Cc1nc2cc(NC(=O)N3CCCC3)ccc2n1C | 6%
O=c1c(-c2cc(F)cc(F)c2)nc2cnc(N3CCOCC3)nc2n1-c1ccccc1 | ?
CNCCCC1Sc2ccccc2Oc2ccccc21 (configuration not stated) | 3%
O=C(CCC(=O)NNc1nc2ccccc2c2nc(-c3ccccc3)nn12)NCCCN1CCOCC1 | -4%
C=CCNC(=S)N1CCC(C(=O)c2ccc3c(c2)OCCO3)CC1 | -5%
COc1ccc([N+](=O)[O-])cc1N(CC(=O)NCc1ccco1)S(C)(=O)=O | -10%

Three compounds out of the list, arranged by SMILES length, highest first.
SMILES | ERK EGF block
O=c1c(-c2cc(F)cc(F)c2)nc2cnc(N3CCOCC3)nc2n1-c1ccccc1 | ?
C=CCNC(=S)N1CCC(C(=O)c2ccc3c(c2)OCCO3)CC1 | -5%
Cc1nc2cc(NC(=O)N3CCCC3)ccc2n1C | 6%

Next part.
SMILES | ERK EGF block
CN(C)C(=O)c1ccc(-c2ccc3ncnc(NC4CCNCC4)c3c2)cc1 | 22%
O=C(CNC(=O)c1ccccc1)OCc1cccc([N+](=O)[O-])c1 | -33%
O=C(Cc1cc(=O)[nH]c(=O)[nH]1)N1CCC(Cc2ccccc2)CC1 | 0%
CCCCNC(=O)Oc1cc(CCl)on1 | -7%
CC1=C(C(=O)NC(C)c2ccccc2)C2(CCC(C)CC2)OC1=O (configuration not stated) | 6%[57.5 µM]
NNC(=O)c1ccc(NS(=O)(=O)c2ccc(Br)cc2)cc1 | 0%[57.5 µM]
CSc1cccc(NC(=O)CSc2nnc(C)s2)c1 | 3%
Cc1cc(Nc2n[nH]c(N)c2C#N)ccc1F | -15%[57.5 µM]
O=[N+]([O-])c1ccc2oc(-c3cccc(O)c3)nc2c1 | -9%[57.5 µM]
O=C(NCc1ccccc1)c1nc(-c2cccs2)no1 | 6%
O=C(CSC1=Nc2ccccc2C2=NC(CC(=O)N3CCN(c4ccccc4)CC3)C(=O)N12)NCC1CCCO1 (configuration not stated) | 10%
O=C(CC1Nc2c3ccccc3nc(=S)n2C1=O)NC1CCCCC1 (configuration not stated) | 12%
O=C(CCc1nnc(CCCc2ccccc2)o1)N1CCCCCC1 | 8%
O=C1CCCC2=C1C(c1ccc(O)c(O)c1)c1c(ccc3ncccc13)N2 (configuration not stated) | -2%
O=C(CSc1cccc2cccnc12)N/N=C/c1ccc(F)cc1 | -1%[57.5 µM]
CCOC(=O)Cc1nnc(Nc2cc(C)ccc2C)c2ccccc12 | ?
CC(C)(C)N(Cc1ccccc1)C(=O)c1ccc(Cl)cc1[N+](=O)[O-] | -3%
Cc1ccc(S(=O)(=O)N/N=C2\C(=O)C3(C)CCC2C3(C)C)cc1 (configuration not stated) | 4%
CCCc1nc2c(C)cc(-c3nc4ccccc4n3C)cc2n1Cc1ccc(-c2ccccc2C(=O)O)cc1 | 18%
O=C(NCc1cccs1)C1CCCN1C(=O)Nc1ccc(Cl)cc1 (configuration not stated) | 4%
O=C(O)c1ccc(Sc2ccccn2)c([N+](=O)[O-])c1 | 12%
COc1ccc(S(=O)(=O)NC(C)C(=O)Nc2cccc([N+](=O)[O-])c2)cc1 (configuration not stated) | 1%
Cc1cc(C)nc(NS(=O)(=O)c2ccc(N3C(=O)C4C5C=CC(C5)C4C3=O)cc2)n1 (configuration not stated) | 1%
COC(=O)C/C=C/[C@@H](C)[C@H](NC(=O)OCC(Cl)(Cl)Cl)c1ccc2ccccc2c1 | -6%
CC(C)(C)c1csc(NNC(=O)c2ccc(Br)cc2)n1 | ?
Cc1onc(-c2ccccc2)c1C(=O)N/N=C/c1cc(Br)c(Br)o1 | 0%
CCN(Cc1ccccc1)C(=O)COC(=O)CNS(=O)(=O)c1ccc(C)cc1 | 8%
O=C(CN(C(=O)c1ccc(Cl)cc1)C1CCCCC1)Nc1ccc(Cl)c([N+](=O)[O-])c1 | -3%
COc1ccc(Cl)cc1NC(=O)C/C(C)=N/NC(=O)Cc1ccccc1 | -1%
COc1ccccc1CC(=O)NN1C(=O)c2ccccc2C1=O | -13%
COc1ccc(C2/C(=C(/O)c3ccccc3)C(=O)C(=O)N2c2ncccn2)cc1OC (configuration not stated) | 4%
O=c1cc[nH]c2cc(Cl)ccc12 | 2%
CCN(CCCNC(=O)CSc1cc(=O)n(C)c2cc(Cl)ccc12)Cc1ccccc1 | 1%[57.5 µM]
O=C(Nc1ccn(-c2ccccc2)n1)c1ccc(Cl)cc1 | -4%
O=C(O)/C=C\C(=O)N1CCc2ccccc21 | -2%
NS(=O)(=O)c1ccc(CCNC(=O)/C=C/c2ccc([N+](=O)[O-])cc2)cc1 | -11%
COc1ccc(C(Nc2ccccn2)c2oc(CO)cc(=O)c2O)cc1 (configuration not stated) | 6%
O=C(Nc1ccc(SC(F)F)cc1)C12CCC(CC1)C2 | -11%
O=C(N/N=C/c1ccc(N2CCOCC2)cc1)C1CC1 | 6%
S=C(NCCCN1CCOCC1)Nc1ccc(Cl)cc1Cl | -3%
CN=C1CC(SC)=C1c1ccc(C)cc1 | 3%
O=C1CC(c2ccco2)CC(O)=C1C=NCCN1CCN(C(=S)Nc2ccccc2)CC1 (configuration not stated) | 3%[57.5 µM]
Cc1[nH]c2ccccc2c1C(=O)/C=C/c1ccccc1Cl | ?
COc1cccc(-c2onc3ccc(C4(C)OCCO4)cc23)c1 | ?
O=C(CC1Sc2ccccc2NC1=O)Nc1cccc(C(=O)O)c1 (configuration not stated) | -2%
Cc1ccc(NC(=O)Cn2nc(C)c(S(=O)(=O)N(C)C)c2C)cc1 | 1%
CC(C)C[C@H](NC(=O)c1nc[nH]c1C(=O)N1CCN(c2ccccc2)CC1)C(=O)OCc1ccccc1 | 5%[57.5 µM]
COCC(=O)N1CCC(n2nnc3cc(C(F)(F)F)ccc32)CC1 | 9%

Screening data deposited in PubChem by National Center for Advancing Translational Sciences (NCATS).
